# High-throughput results as filed in PubChem.
# PAFAH1B2 FP inh: PAFAH1B2 enzyme inhibitors, primary screen, biochemical, fluorescence polarization, human. Platelet-activating factor acetylhydrolase IB subunit alpha2 (Homo sapiens), P68402. recombinant PAFAH1B2, FP-rhodamine activity probe. inhibition, % at 3.39 µM. 340,000 tested, 1.2% active. AID 492953, 2010;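 active = inhibition above the mean of all tested compounds plus 3 SD, cut at about 24% in these data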;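 also: 0% = enzyme with DMSO and 100% = wells lacking PAFAH1B2; many of its hits are not listed in these tables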
# PREPL inhibitor: PREPL enzyme inhibitors, primary screen, biochemical, fluorescence polarization; recombinant PREPL, fluorescence polarization activity-based probe; Prolyl endopeptidase-like (Homo sapiens), Q4J6C6; AID 2751, 2010; inhibition, % at 5.96 µM; 320,000 tested, 0.68% active; in the data active = inhibition above about 43%;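 also: 0% = enzyme with DMSO and 100% = wells lacking enzyme; many of its hits are not listed in these tables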
# LYPLA1 inh: LYPLA1 inhibitors, primary screen, counter-screen for PME1 inhibitor project, biochemical, fluorescence polarization, FP-Rh probe ABPP; recombinant LYPLA1; inhibition, % at 5.9 µM; 320,000 tested, 0.16% active; AID 2174, 2009;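 active = inhibition above the mean of all tested compounds plus 3 SD, set per campaign, cut at about 14% in these data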;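 also: inhibitors block serine hydrolase probe labeling of LYPLA1 so polarization falls; 0% = enzyme with DMSO and 100% = wells lacking LYPLA1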
# Target sequence (O75608 whole entry, looked up): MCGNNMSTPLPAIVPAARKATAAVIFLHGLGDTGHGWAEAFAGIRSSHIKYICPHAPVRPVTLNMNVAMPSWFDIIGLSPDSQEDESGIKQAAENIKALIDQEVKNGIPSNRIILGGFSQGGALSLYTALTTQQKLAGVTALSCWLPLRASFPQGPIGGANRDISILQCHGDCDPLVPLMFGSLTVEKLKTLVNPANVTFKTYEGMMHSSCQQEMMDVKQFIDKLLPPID
# LYPLA2 inh: LYPLA2 inhibitors, primary screen, counter-screen for PME1 inhibitor project, biochemical, fluorescence polarization, FP-Rh probe ABPP; recombinant LYPLA2; inhibition, % at 5.9 µM; 320,000 tested, 0.38% active; AID 2177, 2009;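 active = inhibition above the screen-wide mean plus 3 SD, limit set per campaign, cut at about 26% in these data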;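 also: 0% = LYPLA2 with DMSO and 100% = wells lacking LYPLA2 enzyme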
# PME-1 primary: PME-1 inhibitors via competitive probe labeling, primary screen, biochemical, fluorescence polarization, FP-Rh probe, HTS. recombinant PME-1. inhibition, % at 5.9 µM. 320,000 tested, 0.53% active. AID 2130, 2009;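 active = inhibition above the campaign mean of all compounds plus 3 SD, cut at about 26% in these data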;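 also: competitive labeling of PME-1 active site by serine hydrolase directed probe; 0% = PME-1 with DMSO and 100% = wells lacking PME-1 enzyme; inhibitors block probe labeling so polarization falls and inhibition rises; many of its hits are not listed in these tables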
# GSTO1 counter: inhibitors of recombinant GSTO1, primary screen, counter-screen for RBBP9 inhibitor project, biochemical, fluorescence polarization; Glutathione S-transferase omega-1 (Homo sapiens), P78417; inhibition, % at 5.96 µM; AID 1974, 2009; 300,000 tested, 1.1% active; activity-based probe fluorescence polarization;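 active = inhibition above the campaign mean inhibition plus 3 SD, cut at about 35% in these data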;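 also: 0% = GSTO1-1 with DMSO and 100% = wells lacking GSTO1-1 enzyme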
# PAFAH1B3 FP inh: PAFAH1B3 enzyme inhibitors, primary screen, biochemical, fluorescence polarization, human; recombinant PAFAH1B3, FP-rhodamine probe; 340,000 tested, 0.28% active; inhibition, % at 3.39 µM;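 active = inhibition above the screen-wide average of all tested compounds plus 3 SD, cut at about 25% in these data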;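 also: 0% = enzyme with DMSO only and 100% = wells lacking PAFAH1B3 protein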
# Target sequence (Q15102 whole entry, looked up): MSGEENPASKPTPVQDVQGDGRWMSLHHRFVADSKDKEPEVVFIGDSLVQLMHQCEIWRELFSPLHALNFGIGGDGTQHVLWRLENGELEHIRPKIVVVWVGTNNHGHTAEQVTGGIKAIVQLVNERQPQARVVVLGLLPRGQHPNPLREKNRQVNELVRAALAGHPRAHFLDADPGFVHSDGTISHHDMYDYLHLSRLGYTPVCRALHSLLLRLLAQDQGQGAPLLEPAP
# PAD4 FP inh: human PAD4 inhibitors, primary screen, biochemical, fluorescence polarization, 1536-well format; inhibition, % at 6.36 µM; recombinant PAD4, RCA probe fluorescence polarization; 330,000 tested, 0.41% active;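 active = percent inhibition above a cutoff equal to the mean of all tested compounds plus 3 SD, cut at about 15% in these data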;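 also: 0% = PAD4 with RCA probe and DMSO and 100% = probe without PAD4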
# Target sequence (Q9UM07 whole entry, looked up): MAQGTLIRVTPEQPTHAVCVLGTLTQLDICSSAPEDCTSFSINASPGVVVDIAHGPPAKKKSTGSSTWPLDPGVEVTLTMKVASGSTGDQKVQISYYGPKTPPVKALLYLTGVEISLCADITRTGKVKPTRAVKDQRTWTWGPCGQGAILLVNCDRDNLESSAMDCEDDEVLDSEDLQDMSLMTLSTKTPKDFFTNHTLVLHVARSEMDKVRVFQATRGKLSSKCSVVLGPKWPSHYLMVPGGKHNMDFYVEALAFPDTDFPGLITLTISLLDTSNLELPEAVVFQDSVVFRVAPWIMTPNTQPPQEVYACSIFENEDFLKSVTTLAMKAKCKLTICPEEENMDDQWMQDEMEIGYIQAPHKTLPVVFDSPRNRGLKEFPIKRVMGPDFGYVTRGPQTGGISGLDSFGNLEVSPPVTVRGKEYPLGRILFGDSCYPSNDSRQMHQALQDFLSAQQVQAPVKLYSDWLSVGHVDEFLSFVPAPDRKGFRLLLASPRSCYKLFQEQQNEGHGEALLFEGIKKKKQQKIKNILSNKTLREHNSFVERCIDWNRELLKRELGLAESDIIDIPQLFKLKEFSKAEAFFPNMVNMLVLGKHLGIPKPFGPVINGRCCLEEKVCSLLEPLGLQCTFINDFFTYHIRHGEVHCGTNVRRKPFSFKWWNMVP
# pPAFAH inh: pPAFAH enzyme inhibitors, primary screen, biochemical, fluorescence polarization, human; AID 463082, 2010; inhibition, % at 3.39 µM; 330,000 tested, 1.5% active; Platelet-activating factor acetylhydrolase (Homo sapiens), Q13093; recombinant pPAFAH, FP-rhodamine probe fluorescence polarization;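 active = inhibition above the mean inhibition across the screen plus 3 SD, cut at about 25% in these data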;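 also: inhibitors block binding of the rhodamine activity-based probe so polarization drops; 0% = enzyme with DMSO and 100% = wells lacking pPAFAH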
# * hit, by the source's call; x = no result given. Some of the compounds tested. The share of hits here may be higher or lower than overall.
# Every second line gives: PAFAH1B2 FP inh	PREPL inhibitor	LYPLA1 inh	LYPLA2 inh	PME-1 primary	GSTO1 counter	PAFAH1B3 FP inh	PAD4 FP inh	pPAFAH inh
CSc1ccccc1NC(=O)COC(=O)CCc1ccccc1
→ 21.3	6.8	0.9	0.8	2.7	1.1	11.6	0.8	14.9
COc1ccc(/C=N/NC(=O)c2cccc([N+](=O)[O-])c2)cc1O
→ 3.6	3.0	-1.6	1.1	-1.0	-3.9	16.5	4.4	-4.5
Cc1cc(NC(=O)CCCC(=O)NCc2cccs2)no1
→ 0.4	8.8	0.5	8.8	4.8	3.6	-0.7	-0.5	-3.0
CC(NC(=O)NCC1CCCO1)(C(F)(F)F)C(F)(F)F (configuration not stated)
→ -2.4	15.3	-1.6	-4.7	4.0	-13.5	4.6	0.9	-3.9
CC(C)(C)c1nc(CN2CCOCC2)ccc1O
→ 0.1	2.0	4.1	2.0	4.5	2.5	3.0	4.5	1.1
Cc1cc(C)nc(NS(=O)(=O)c2ccc(NC(=O)C3CC(=O)N(c4ccccc4)C3)cc2)n1 (configuration not stated)
→ 3.7	8.6	-0.9	3.8	6.6	-0.5	-6.1	2.0	5.7
COc1ccc(CN(C(=S)Nc2ccccc2)C2CC(=O)N(c3ccc(F)cc3)C2=O)cc1 (configuration not stated)
→ 6.8	5.4	-5.3	-4.7	-6.8	6.6	1.7	-8.0	6.2
Cc1cccc2sc(NNC(=O)c3ccc(S(=O)(=O)N4CCc5ccccc5C4)cc3)nc12
→ 5.1	3.2	-14.7	-10.4	4.3	-10.9	20.4	-2.4	9.1
O=c1n(Cc2ccc(F)cc2)nc2n1-c1ccccc1SC2
→ 4.6	10.2	2.8	-1.5	-0.9	16.1	4.1	2.0	-0.6
COc1ccc(CNC(=O)CCSCc2cccc(Cl)c2)c(OC)c1
→ 0.7	-11.7	3.7	10.6	7.8	4.7	11.9	-1.1	21.5
CN(C(=O)Cn1cccc1C1=NC(c2ccccc2)CO1)c1ccccc1 (configuration not stated)
→ 0.0	5.7	-1.1	0.8	1.3	-0.9	-8.1	-1.9	-6.0
CCOC(CNC(=O)C(=O)Nc1cc2c3c(c1)CC(=O)N3CCC2)OCC
→ 8.0	0.1	-1.2	3.1	-3.9	3.0	8.6	-2.8	3.7
COc1c2c(nc3occc13)C(CC=C(C)C)(OC)C(=O)C=C2 (configuration not stated)
→ -0.8	-7.5	0.9	-5.6	2.4	5.5	0.9	1.9	-0.8
Cc1onc(C(=O)N2CCN(Cc3ccccc3)CC2)c1[N+](=O)[O-]
→ -1.8	1.4	3.7	-3.3	-2.8	10.2	3.6	6.9	-1.5
CCCCN1C(=O)C(NC(=O)C2CC2)(C(F)(F)F)C2=C1CC(C)(C)CC2=O (configuration not stated)
→ 7.7	-8.3	1.3	5.7	-3.2	-9.7	6.1	-2.6	2.5
Cc1ccc(NC(=O)C2CCCC2)cc1Cl
→ 2.9	-12.0	-1.8	-0.4	1.9	-0.9	4.5	3.3	1.0
CCCCn1c(SCC(N)=O)nc2ccc(N3CCOCC3)cc2c1=O
→ 3.3	9.2	5.1	6.8	-1.7	19.2	-0.8	-6.2	4.4
O=C(CCCc1cccs1)Nc1nc2c(s1)CCCC2
→ 7.9	10.1	-3.7	1.9	1.8	-1.7	3.4	-0.2	5.4
Cc1ccc(C)c(S(=O)(=O)N2CCN(CC(=O)NC(=O)NCc3ccccc3)CC2)c1
→ 7.2	18.2	-1.9	-4.3	4.3	-3.2	9.4	-1.9	2.8
COc1cccc(CNC(=O)Cn2cccc2C(=O)c2ccccc2C)c1
→ 3.9	4.8	0.7	5.1	-3.8	5.9	8.5	1.0	2.4
COc1ccc(/C=N/n2cnnc2SCc2ccc(OC)cc2)cc1
→ -1.2	-18.0	-7.3	4.6	0.2	1.6	8.3	-3.0	-2.6
Cc1ccc(CCNC(=O)c2cc(-c3ccncc3)nc3ccccc23)cc1
→ 3.9	-15.6	-6.2	-9.4	-1.1	-9.2	-1.6	-4.7	4.7
Cc1cc(=O)oc2cc(OCC(=O)OCC(=O)Nc3ccc(C(C)C)cc3)ccc12
→ 5.6	-22.2	-2.6	6.2	-0.7	6.4	5.7	-2.5	1.0
CNCc1ccccc1Sc1cccc2ccccc12
→ 2.3	-55.6	2.1	6.6	-6.6	2.1	2.6	2.4	1.2
O=C(Nc1ccc(C(=O)O)cc1)Nc1cccc2ccccc12
→ 2.9	-2.9	-2.4	0.6	-6.1	-1.4	0.7	-1.1	4.8
COc1cc(C2NC(=O)NC(C)=C2C(=O)OC(C)(C)C)ccc1OCC(=O)O (configuration not stated)
→ 10.6	-1.4	-0.8	3.3	0.4	-0.6	1.7	-5.1	1.9
CCN(CC)CCn1c(NCc2cc(OC)ccc2OC)nc2ccccc21
→ 4.4	5.2	-3.6	-9.9	9.4	2.0	-2.6	-2.1	-6.9
O=C(Cn1nnc(-c2ccccc2)n1)OCc1ccccc1
→ 2.9	-8.4	2.5	1.5	1.8	3.1	1.6	0.8	5.7
CCOC(=O)N1CCN(C(=O)CN(c2cccc(C(F)(F)F)c2)S(C)(=O)=O)CC1
→ 4.0	1.8	-0.8	6.6	-1.6	-0.6	2.7	-3.7	2.5
COc1cc(S(=O)(=O)N2CCCN(C)CC2)ccc1NC(C)=O
→ 9.0	-4.3	3.2	0.4	-1.8	8.8	2.2	-4.6	-0.1
O=C(COC(=O)C1CC1)Nc1ncc(Cl)cc1Cl
→ 4.7	9.7	1.9	-2.6	5.0	1.4	11.7	2.4	16.5
Cc1nn(C)c(C)c1NS(=O)(=O)c1ccc(OC(F)(F)F)cc1
→ 0.6	-9.7	4.2	2.9	3.4	5.1	5.1	-4.8	4.0
Cc1cc(C)c(C)c(S(=O)(=O)N2CCN(c3ncnc4ccccc34)CC2)c1C
→ 0.4	10.5	-1.0	3.4	0.1	x	4.7	1.6	2.2
COc1ccc(CCNC(=O)CN2CCN(c3cccc(Cl)c3)CC2)cc1OC
→ 4.5	-16.4	1.4	-1.0	-2.5	0.9	6.3	-3.5	6.2
CC(C)(C)NC(=O)CSc1nnc(NC(=O)c2ccccc2Cl)s1
→ 1.9	3.2	-1.5	-1.2	-4.9	-4.5	9.4	-2.8	0.3
O=C(CN1C(=O)NC(Cc2ccccc2)C1=O)Nc1ccccc1F (configuration not stated)
→ 1.0	7.6	-1.7	6.2	1.5	x	4.4	1.0	-0.3
c1csc(C2Nc3ccccc3-c3nc4ccccc4n32)c1 (configuration not stated)
→ -7.3	8.6	-18.0	-33.8	-20.2	-5.3	-1.0	-1.7	-4.2
CC(=O)c1cc2c(=O)c3ccccc3oc2nc1C
→ 0.5	6.5	2.4	5.3	-4.4	1.1	0.5	-1.7	-1.1
CN(CC(=O)Nc1n[nH]c(=S)s1)S(=O)(=O)c1cccc2cccnc12
→ -0.8	-5.9	-1.5	-2.8	-14.2	9.4	-0.6	1.6	3.5
COc1ccc(NC(=O)/C=C2\SC(=O)NC2=O)cc1
→ 3.7	0.4	-3.3	-4.8	-4.5	11.3	3.8	1.9	4.3
Cn1c(=O)c(=O)n(C)c2cc(S(=O)(=O)N3CCC(N4CCCCC4)CC3)ccc21
→ 5.0	13.8	0.2	-5.0	-6.2	-0.8	0.5	-3.2	-2.9
OC(COc1ccccc1)Cn1cc(Br)cn1 (configuration not stated)
→ 4.3	-9.5	6.2	7.4	6.8	1.6	4.2	-0.2	6.5
COCCN(CC(=O)Nc1cccc(C)c1C)C(=O)c1ccc2ccccc2n1
→ 3.1	9.5	1.3	3.0	2.5	x	-5.2	3.8	0.6
CCN(CC)CCCNC(=O)Cn1ncc2c(=O)oc3ccc(C)cc3c21
→ 8.5	-12.7	-1.1	2.8	2.0	2.7	-0.8	1.6	5.3
COC(=O)c1ccc(/C=N\N2CCN(Cc3ccc(C)cc3)CC2)cc1
→ 1.2	17.4	-0.8	8.8	-0.4	-2.3	-2.3	-1.5	1.8
CCN(CC)S(=O)(=O)c1cc(NC(=O)c2cc(-c3ccccn3)nc3ccccc23)ccc1C
→ -0.1	-21.2	-22.2	-38.7	-24.6	-22.0	-9.3	-4.3	-9.7
CCn1c(SCC(=O)Nc2nccs2)nnc1-c1ccc(S(=O)(=O)N2CCCCCC2)cc1
→ -1.1	7.6	-2.8	-1.6	0.4	2.9	1.9	-4.2	5.1
COc1cc(NC(=O)c2cccc(F)c2)ccc1NC(=O)c1cc2ccccc2o1
→ 0.0	6.0	-0.8	-4.4	2.5	2.2	-0.8	0.7	2.9
COc1ccc(-c2csc(NC(=O)C3=NN(c4ccccc4)C(=O)CC3)n2)cc1
→ 2.8	10.9	-0.7	-6.0	-5.7	13.6	-0.6	2.1	3.7
O=C(NCc1ccccc1)c1c(Cl)nc(Cl)c(Cl)c1Cl
→ 1.3	-3.8	-0.8	0.0	-8.2	41.0*	-0.6	-0.2	6.5
COc1ccc(N2C(=O)CC(Sc3nnnn3-c3ccc(F)cc3)C2=O)cc1 (configuration not stated)
→ -1.8	-4.0	0.3	0.1	-0.4	2.1	7.3	-2.2	-7.3
COc1ccccc1-n1c(C)nnc1SCC(=O)NCc1ccccc1
→ -9.7	2.6	0.6	1.7	0.3	0.8	-0.4	3.2	0.9
COc1cccc(NC(=O)N2CCCC2C(=O)NC23CC4CC(CC(C4)C2)C3)c1 (configuration not stated)
→ 4.6	10.4	-3.4	-1.5	3.6	-1.9	-0.3	0.5	-5.8
COC(=O)c1ccccc1NC(=O)c1cn(-c2ccc(C)c(C)c2)c(=O)c2ccccc12
→ -6.0	-0.8	-3.4	-3.5	-2.2	-2.5	0.2	2.6	-2.3
O=C(O)C1Nc2ccc(C(F)(F)F)cc2C2OCCC12 (configuration not stated)
→ 3.4	-4.3	-2.0	-0.6	-0.6	6.4	0.9	-2.1	3.0
O=C(CCn1nnc2ccccc2c1=O)N[C@@H](Cc1ccccc1)C(=O)O
→ -0.6	4.5	4.7	1.3	-4.6	2.6	5.2	-0.5	0.6
Cc1ccc(C(=O)Nc2ccc3c(c2)nc2n3CCSC2)cc1
→ 1.4	-0.1	-1.8	-4.2	-2.0	0.3	-7.2	1.5	1.4
O=C(O)CCn1cc(-c2ccc(Cl)cc2)nc1-c1ccc(Cl)nc1
→ 6.1	2.6	-4.3	-7.8	-4.6	3.4	3.3	-1.2	2.7
Cc1cccc(NC(=O)NCc2ccc3c(c2)OCO3)c1C
→ -1.1	3.8	5.4	8.1	1.2	-1.0	-2.1	-2.2	0.3
Cc1ccc(NS(=O)(=O)c2cc(C(=O)Nc3cccc(N(C)S(C)(=O)=O)c3)ccc2C)c(C)c1
→ -3.0	-5.7	-18.5	-24.2	-17.8	-16.8	-1.0	0.3	7.8
O=C(Cc1ccccc1)Nc1nc(=O)c2ccccc2s1
→ 6.4	-13.0	4.2	3.0	-2.5	14.1	6.1	1.1	3.4
COc1ccc(NC(=O)c2ccco2)cc1S(=O)(=O)N1CCOCC1
→ -1.8	3.8	5.9	3.1	-2.1	-4.3	5.7	-1.1	2.1
CCOC(=O)C1=C(C)NC2=C(C(=O)CC(C)(C)C2)C1c1ccc2c(c1)CCCN2C (configuration not stated)
→ 2.6	14.9	1.6	0.3	-0.3	2.5	-6.6	0.7	11.5
